MC4R ag barr = MC4R agonists recruiting beta-arrestin, primary screen, cell-based, luminescence, agonist arm of biased-ligand search; U2OS MC4R beta-arrestin complementation; percent of melanotan II response, DMSO zero; activation, % at 8.9 µM; actives 0.98% (n = 360,000);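 active = activation above a per-plate cutoff, the mean activation of sample wells on that plate plus 3 SD, cut at about 8% in these data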
MC4R antagonist = MC4R antagonists of cAMP signaling, primary screen, cell-based, TR-FRET, antagonist arm of biased-ligand search; Melanocortin receptor 4 (Homo sapiens), P32245; MC4R-expressing cells, MTII-stimulated cAMP, LANCE TR-FRET; inhibition, % at 6.5 µM; actives 0.48% (n = 360,000);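 active = inhibition above its plate's cutoff, the mean of tested wells on that plate plus 3 SD, cut at about 29% in these data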;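 note: 0% = Melanotan II alone and 100% = Melanotan II plus saturating MCL0020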
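Assay system: human MC4R-expressing U2OS cells; reagent: Melanotan II stimulation of cells; dosing: 6.5 µM single dose; timing: compound 30 min, challenge 1 h, detection 1 h; signal: TR-FRET cAMP assay; replicates: one well per compound, no replicates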
TLR9-MyD88 block = inhibitors of TLR9-MyD88 association in cells, primary screen, cell-based, CHO, BLA complementation, fluorescence; CCF4 FRET ratio; inhibition, % at 4.98 µM; actives 0.21% (n = 340,000);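 active = inhibition above the mean over all tested compounds plus 3 SD, cut at about 21% in these data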;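 note: 0% = DMSO only wells and 100% = clavulanate BLA inhibitor control wells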
Granule exo inh = LAMP-1 surface exposure blockers, TALL-104 cells – cell-based, flow cytometry, MLPCN library, primary screen; TALL-104 LAMP-1 surface exposure; cells stimulated with thapsigargin and PMA; inhibition, % at 10 µM; actives 0.66% (n = 360,000);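 active = inhibition above about 55%, limit read from the data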
NOD2-RIPK2 inh = NOD2-RIPK2 binding disruptors in cells, primary screen, fluorescence, CHO cells, BLA complementation | CCF4 ratio | actives 0.38% (n = 360,000) | Receptor-interacting serine/threonine-protein kinase 2 (Homo sapiens), O43353 | inhibition, % at 4.98 µM; in the data active = inhibition above about 21%;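 note: 0% = vehicle only and 100% = reference blocker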
N-glyco inh = increase of ERlucT glycosylation luciferase signal, primary screen, N-linked glycosylation inhibitor project, D54 ERlucT cells, luminescence, set 2. AID 588692, 2011. reporter increase, % at 12.5 µM. D54 ERlucT glycosylation luciferase reporter, 24 h; percent of 100 nM tunicamycin response. actives 0.23% (n = 360,000);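 active = mean luciferase reporter signal, scaled so untreated is 0 and the glycosylation-blocking control 100, at or above a set limit in every replicate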;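 note: luciferase carries N-glycosylation sites so blocking glycosylation raises the light; 0% = median of neutral control wells and 100% = median of 100 nM tunicamycin wells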
ABHD5 PLIN5 PPI = ABHD5-PLIN5 interaction inhibitors, primary screen, cell lysate, split luciferase complementation, luminescence. inhibition, % at 4 µM. actives 0.78% (n = 360,000). Perilipin-5 (Homo sapiens) + 1-acylglycerol-3-phosphate O-acyltransferase ABHD5 (Homo …. Split G. princeps luciferase complementation, 4 h. AID 602281, 2012;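 active = inhibition above the mean inhibition across every tested compound plus 3 SD, cut at about 22% in these data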;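 note: 0% = DMSO only wells and the 100% control is not disclosed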
aDG glyco act = activators of alpha-DG glycosylation, primary screen, uHTS, Pro5-aDG cells, AlphaScreen | alpha-DG glycosylation AlphaScreen (IIH6); 0% Pro5, 100% B10-LARGE cell signal | activation, % at 10 µM | actives 0.22% (n = 360,000) | AID 624168, 2012;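 active = activation of at least 8% versus controls, or a plate z-score of at least 8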;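 note: Pro5 are CHO cells carrying HIG-tagged alpha-DG that lacks glycosylation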
ABCB6 inh MLPCN = ABCB6 transporter inhibitors, primary screen, K562-ABCB6 cells, flow cytometry, MLPCN library. AID 602162, 2011. actives 0.19% (n = 360,000). K562-ABCB6 porphyrin accumulation, 1 h; active compounds read low. fluorescence ratio to DMSO, % at 10 µM. ATP-binding cassette sub-family B member 6 (Homo sapiens), Q9NP58;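 active = fluorescence ratio to DMSO below 75%, the collection mean minus 3 SD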;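 note: signal is porphyrin accumulated inside mitochondria; 100% equals median channel fluorescence of DMSO control wells; lower ratio means ABCB6 inhibition with less porphyrin fluorescence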
Target sequence (Q9NP58 whole entry, looked up): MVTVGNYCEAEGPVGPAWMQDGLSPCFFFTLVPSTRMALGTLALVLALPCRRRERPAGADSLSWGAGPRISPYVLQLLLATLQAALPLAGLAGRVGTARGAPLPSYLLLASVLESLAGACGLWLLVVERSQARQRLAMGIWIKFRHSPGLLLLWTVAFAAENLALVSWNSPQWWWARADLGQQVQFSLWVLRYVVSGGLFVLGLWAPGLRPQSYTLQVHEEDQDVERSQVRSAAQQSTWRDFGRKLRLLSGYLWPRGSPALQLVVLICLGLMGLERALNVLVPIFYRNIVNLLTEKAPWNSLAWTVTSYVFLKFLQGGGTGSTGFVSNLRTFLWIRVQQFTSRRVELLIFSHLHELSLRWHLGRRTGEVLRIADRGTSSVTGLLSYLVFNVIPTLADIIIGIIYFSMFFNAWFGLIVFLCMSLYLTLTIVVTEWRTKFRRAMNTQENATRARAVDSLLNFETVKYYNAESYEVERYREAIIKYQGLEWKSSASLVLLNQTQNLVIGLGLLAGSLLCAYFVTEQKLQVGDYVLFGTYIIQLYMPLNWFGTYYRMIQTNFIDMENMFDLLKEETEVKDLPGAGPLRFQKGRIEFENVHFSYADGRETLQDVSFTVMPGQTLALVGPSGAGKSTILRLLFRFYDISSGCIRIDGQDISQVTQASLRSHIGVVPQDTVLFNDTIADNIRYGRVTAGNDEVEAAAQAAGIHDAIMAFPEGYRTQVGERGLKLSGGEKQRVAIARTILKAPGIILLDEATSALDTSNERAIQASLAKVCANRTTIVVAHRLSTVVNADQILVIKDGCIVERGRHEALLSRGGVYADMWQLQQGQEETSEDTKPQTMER
Vif imaging = HIV Vif self-association inhibitors, primary screen, imaging, HEK293T, single point | actives 0.35% (n = 340,000) | AID 602346, 2012 | inhibition, % at 7.49 µM | HEK293T cells, Vif self-association by quenched fluorescence, 24 h; in the data active = inhibition above about 50%, passing the limit was not always enough; note: some results filed as inactive read as strong as hits
An asterisk follows results filed as active; . = no result given.

SMILES,MC4R ag barr,MC4R antagonist,TLR9-MyD88 block,Granule exo inh,NOD2-RIPK2 inh,N-glyco inh,ABHD5 PLIN5 PPI,aDG glyco act,ABCB6 inh MLPCN,Vif imaging
CCCCCCCNC(=O)CN1C(=O)CSc2ccc(S(=O)(=O)N3CCOCC3)cc21,-1.6,0,6,-1,7,3,-4,0.1,93,-1
CCOC(=O)N1CCC(NC(=O)CSCc2nc(-c3ccc(OC)c(OC)c3)oc2C)CC1,1.3,6,-5,3,-11,2,0,0.2,96,-5
COc1ccccc1-c1nc(C#N)c(NCCCn2ccnc2)o1,-1.4,10,14,11,-12,2,0,0.0,109,-2
COc1cc(C(=O)Nc2c(C(=O)O)[nH]c3ccc(C)cc23)cc(OC)c1OC,-1.6,-9,8,-8,-5,1,-9,0.2,99,5
CC(C)c1ccc(NC(=O)N2CCN(S(=O)(=O)c3ccccc3)CC2)cc1,-1.4,10,6,-2,7,-2,-8,0.4,101,8
COc1ccc(N2C(=O)CC(N(Cc3ccc(S(N)(=O)=O)cc3)C(C)=O)C2=O)cc1 (configuration not stated),1.2,18,1,-1,1,2,2,0.0,101,-3
NS(=O)(=O)c1cccc(NC(=O)CSc2ncnc3ccccc23)c1,0.8,-6,7,-2,-7,-1,5,0.3,87,6
CCOC(=O)C1/C(=N\O)CC(C)(O)C(C(=O)OCC)C1c1ccc(OC)c(OC)c1 (configuration not stated),-1.4,4,-4,-8,-7,6,5,0.2,83,-16
COc1ccc2oc(C(=O)OCC(=O)N(Cc3ccccc3)C(C)(C)C)c(C)c2c1,-0.9,1,0,2,0,-5,-3,0.3,94,.
CC(C)Cn1c(N)c(C(=O)COC(=O)[C@H](C)NC(=O)c2ccccc2Cl)c(=O)n(C)c1=O,-0.4,15,-2,-6,-14,-1,1,0.3,100,17
Cc1cccc(S(=O)(=O)N(C)C[C@@H]2OCc3cnnn3CCCC(=O)N([C@H](C)CO)C[C@H]2C)c1,-0.5,0,7,1,2,4,2,-0.1,97,0
O=C1NC(=O)C(CC(=O)N(Cc2cccs2)C2(C(=O)NC3CCCCC3)CCCCC2)N1 (configuration not stated),-1.2,6,-13,-4,7,1,2,0.1,103,-6
CCCCN(C)C(=O)C1CCC(=O)N(c2cc(OC)c(OC)c(OC)c2)C1c1ccc(OC)cc1 (configuration not stated),3.0,3,5,-2,-7,0,-5,-0.2,92,3
C/C(=N\NC(=S)NCCc1ccccc1)c1cccs1,-2.4,9,3,-3,7,-3,1,-0.1,96,-2
COc1cccc(CN(C)C(=O)CNC(=O)c2cccs2)c1OC,-2.0,10,-6,-11,-8,1,10,0.3,101,4
CC(C)=NOc1nc(N(C)C)nc(N(C)C)n1,2.4,-7,4,0,-5,1,5,-0.3,96,.
Cn1c(Sc2ccc(C(F)(F)F)cc2[N+](=O)[O-])nnc1-c1ccccc1,-0.5,-5,3,-2,12,4,2,1.0,90,-12
CCn1c(=O)cc(N2CCN(Cc3ccccc3)CC2)[nH]c1=O,1.1,10,9,3,10,3,-2,0.4,100,-6
NNC(=O)/C(=C\c1cccs1)NC(=O)c1ccccc1,-0.4,5,-7,-2,-5,-3,2,-0.2,95,12
CCCN1CCc2c(sc(NC(=O)Cc3ccc(F)cc3)c2C(N)=O)C1,-1.3,1,-9,-2,-5,-2,-5,0.0,107,-3
CCN(CC(=O)Nc1ccccc1OC)C(=O)CSCC(=O)Nc1ccc(OC)cc1,-0.8,3,-4,1,-9,2,2,-0.1,90,3
O=C(CSc1nc2ccsc2c(=O)n1CC1CCC(C(=O)O)CC1)NCCc1ccc(Cl)cc1 (configuration not stated),-1.9,-2,-1,-1,1,4,-1,-0.3,101,0
Nc1nnc(SCn2nnc3ccccc3c2=O)s1,0.0,11,8,-2,-5,1,1,0.3,99,-8
Cc1ccc(COC(=O)c2ccc3ccccc3n2)cc1,-0.6,13,3,-2,-1,0,0,0.0,95,-8
COc1ccc(/C(C)=N/NC(=O)c2cc(C)[nH]n2)c(OC)c1,-1.4,-3,0,-3,4,0,-2,-0.2,98,26

Quoted at random: 2 records from the list
SMILES,MC4R ag barr,MC4R antagonist,TLR9-MyD88 block,Granule exo inh,NOD2-RIPK2 inh,N-glyco inh,ABHD5 PLIN5 PPI,aDG glyco act,ABCB6 inh MLPCN,Vif imaging
CCCCN(C)C(=O)C1CCC(=O)N(c2cc(OC)c(OC)c(OC)c2)C1c1ccc(OC)cc1 (configuration not stated),3.0,3,5,-2,-7,0,-5,-0.2,92,3
COc1ccc(/C(C)=N/NC(=O)c2cc(C)[nH]n2)c(OC)c1,-1.4,-3,0,-3,4,0,-2,-0.2,98,26

Further compounds follow:
SMILES,MC4R ag barr,MC4R antagonist,TLR9-MyD88 block,Granule exo inh,NOD2-RIPK2 inh,N-glyco inh,ABHD5 PLIN5 PPI,aDG glyco act,ABCB6 inh MLPCN,Vif imaging
CCN(CC)c1ccc(NC(=O)c2cc3c(OC)cccc3[nH]2)cc1,-0.7,-3,-6,13,6,0,-16,-0.5,94,-8
Cc1cccc(-c2nsc(SCC(=O)Nc3ccc4c(c3)OCO4)n2)c1,2.7,4,8,-2,16,3,-5,0.1,96,-1
O=C(CC1C(=O)NCCN1Cc1c(F)cccc1Cl)NCCCOc1cccnc1 (configuration not stated),1.2,2,3,-4,-7,0,6,-0.3,87,0
Cc1cccc(OCc2nnc(SC(C)C(=O)O)n2Cc2ccccc2)c1 (configuration not stated),-1.8,10,-8,1,-15,2,-12,0.1,100,30
COc1ccc(C(=O)Nc2nc(-c3ccc(S(=O)(=O)N4CCOCC4)cc3)cs2)cc1,-1.1,1,6,4,0,-3,-4,0.0,94,-3
O=C(Nc1csnn1)c1csnn1,0.5,16,-8,-2,-1,2,-4,-0.1,97,-10
O=C(COc1cc(F)ccc1[N+](=O)[O-])NCCN1C(=O)CSC1=O,-2.5,2,-16,9,-2,0,4,0.3,99,-7
COc1ccc(CCNC(=O)c2cc(C)oc2C)cc1OC,1.0,9,-12,1,-6,0,2,0.0,101,-3
CCCc1cc(=O)[nH]c2nnc(SCC(=O)N3CC(C)OC(C)C3)n12 (configuration not stated),-0.8,5,3,4,-3,1,-2,0.1,99,-10
O=C(CSc1nnc(-c2ccc(F)cc2)o1)Nc1ccc(S(=O)(=O)N2CCCC2)cc1,-0.8,12,1,12,3,-3,-6,-0.2,99,-6
CCOc1ccc(NC(=O)CN(C)C(=O)c2cc(S(=O)(=O)N3CCCCC3)ccc2C)cc1OCC,-0.9,4,-2,8,-2,0,-4,0.0,100,-3
Cc1cccc(/C=N\NC(=O)c2ccccc2-n2cccc2)c1,-2.7,-1,3,-2,-16,0,5,-0.2,87,-1
Cc1cc(C)c2c(=O)n(CC(=O)NCCCN3CCOCC3)sc2n1,-0.5,21,0,5,-12,0,50*,0.1,100,16
COc1ccc(NC(=S)N(CCC(C)C)C2CCN(C(C)=O)CC2)cc1,2.8,-5,3,3,-5,0,-11,-0.1,95,-19
COC(=O)c1ccc[n+](CC(=O)Nc2ccc(OC(F)F)cc2)c1,-2.3,1,-12,-4,3,0,-4,-0.4,99,-2
CCOC(=O)/C(=C/c1cn(C)c2ccccc12)NC(=O)c1ccccc1,-2.0,7,6,-3,-3,0,1,0.1,98,13
O=C(CSc1nnc(-c2cccnc2)o1)Nc1ccc(Cl)cc1,-0.9,4,6,0,-10,1,-5,-0.2,104,-7
COC(=O)C[C@@H]1C[C@H]2c3cc(NS(C)(=O)=O)ccc3O[C@H]2[C@H](CO)O1,0.5,10,2,2,-7,1,1,0.4,99,0
COc1ccc(N2CCN(C(c3nnnn3C3CCCC3)C(C)C)CC2)cc1 (configuration not stated),-2.4,9,6,-1,-6,-3,4,-0.2,100,3
CCN(CC)C(=O)N1CCN(S(=O)(=O)c2c(C)cc(C)cc2C)CC1,0.5,1,7,-2,-5,-1,7,0.9,97,-3
Cc1ccc(CNC(=O)C2CCCN(Cc3cnn(-c4ccccc4)c3-n3cccc3)C2)cc1 (configuration not stated),1.1,10,-2,0,-1,0,4,1.0,104,-1
O=C(Nc1ncc(S(=O)(=O)c2ccc([N+](=O)[O-])cc2)s1)c1ccccc1F,-0.7,8,-4,0,-14,-2,1,0.0,97,-5
O=C(Nc1ccc(-c2nc3ccc(NC(=O)c4cccs4)cc3[nH]2)cc1)c1cccs1,0.4,8,6,5,-9,-8,6,0.3,92,80*
Cc1c(C)c(C)c(S(=O)(=O)N2CCNCC2)c(C)c1C,1.6,13,-5,0,-7,2,9,0.1,99,1
CCOC(=O)c1sc(=NC(=O)c2ccc(Br)cc2)n(C)c1C,0.1,0,11,0,-2,0,9,0.1,96,-3
CC1(C)Cc2c(sc3nc(N/N=C/c4ccccc4)[nH]c(=O)c23)CO1,-1.4,-5,3,-1,-4,8,1,0.0,88,-4
O=C(COC(=O)c1ccc(Cl)nc1)NCc1ccc(F)cc1,-0.9,19,-12,2,-5,1,4,0.0,104,-2

Source: PubChem (several laboratories)

Only part of the results is shown; rates above refer to the full screens.
